TRPV1 ag = agonists of human vanilloid receptor 1 (TRPV1). activation, % at 8.33 µM. hit rate 0.19% among 320,000. TRPV1-expressing cells, Fluo-8 calcium influx, agonist mode. AID 540275. Q8NER1; in the data active means activation above about 80%; inconclusive means between about 30% and that limit; further: 0% is about no effect
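Fluo-8 calcium influx in TRPV1-expressing cells, kinetic read (ex 480/em 520 nm). Compound added and read 3 min for agonist activity, followed by capsaicin at EC20 final and 2 min further read for enhancement.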
B2AR arrestin = agonists driving beta-arrestin recruitment to human beta2-adrenergic receptor | P07550 | hit rate 0.02% among 330,000 | Potency, µM (series often up to 46.1 µM), without a hit: top-dose activation, actives largely listed as activators | AID 492947 | beta-arrestin recruitment to beta2AR, cell-based reporter;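 further: potency means the concentration at half of the fitted maximal effect; 0% = DMSO controls and full agonism = EC100 isoproterenol or metaproterenol; nearly all actives have a fitted effect of over 65% in size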
Target sequence (P07550 whole entry, looked up): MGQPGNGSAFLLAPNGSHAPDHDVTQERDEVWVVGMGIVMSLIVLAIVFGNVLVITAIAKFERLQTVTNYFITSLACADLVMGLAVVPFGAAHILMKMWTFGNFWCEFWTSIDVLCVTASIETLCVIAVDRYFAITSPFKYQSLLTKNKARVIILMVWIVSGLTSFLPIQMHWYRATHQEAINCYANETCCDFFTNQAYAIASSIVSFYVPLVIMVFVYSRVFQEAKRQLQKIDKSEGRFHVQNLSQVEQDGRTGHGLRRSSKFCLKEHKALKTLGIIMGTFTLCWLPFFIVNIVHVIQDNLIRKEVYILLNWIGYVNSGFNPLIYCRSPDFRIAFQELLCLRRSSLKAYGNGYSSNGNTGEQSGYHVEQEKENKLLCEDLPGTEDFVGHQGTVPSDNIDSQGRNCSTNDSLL
S-ASM inh = human S-ASM enzyme inhibition; P17405; placental ASM, HMU-PC fluorogenic substrate, 60 min; Potency, µM (titrated, usually from 57.5 µM), inactives show top-dose activity change, negative = inhibition, hits mostly inhibitors; hit rate 0.006% among 340,000; AID 504937; further: potency means the concentration at half of the fitted maximal effect
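Fluorescence read-out (Ex 386 nm, Em 447 nm) after stopping the reaction at pH 10. Enzyme: ASM from human placenta; substrate HMU-PC0, 9 uM final; 60 min, 37 °C. Compound preincubation 10 min, ambient temperature.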
BRCA1 expr act = BRCA1 expression activation; MCF7-BRCA1-FFLuc reporter, luminescence, 48 h; response scale: scaled: vehicle 0%, 10 µM genistein 100%; Potency, µM (highest dose often 46.1 µM), inactives show at the highest dose activation, actives largely listed as activators; hit rate 1.1% among 380,000; further: potency means the concentration at half of the fitted maximal effect; nearly all actives have a fitted effect of over 80% in size; some results filed as inactive show a strong effect at the top dose
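Luminescence from a BRCA1-driven firefly luciferase in MCF7 cells was read after 48 h compound exposure at 37 C. Data normalized against DMSO and a 10microM genistein activation control, then curve-fitted across the titration.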
uPA surface inh = blocks generation of uPA at the cell surface; cell surface uPA generation assay, qHTS; Potency, µM (series often up to 38.3 µM), for inactives: top-dose activity change, negative = inhibition, usual class: inhibitors; hit rate 0.31% among 330,000; active means well fitted inhibition curve with a large enough effect; inconclusive means small, poorly fitted or top-dose-only effect; inactive means no such curve, though single readings can be large or run the other way; tested in mouse RAW 264.7 cells; further: potency means the concentration at half of the fitted maximal effect; on the % scale 0 is the no-effect control and ±100 the full control effect; nearly all actives have a fitted effect of over 55% in size
Integrin act MD = activates integrin-mediated alleviation for muscular dystrophy; hit rate 0.064% among 350,000; Potency, µM (highest dose often 38.3 µM), without a hit: top-dose activation, actives largely listed as activators; alpha7betagal myoblasts, beta-gal FDG fluorescence, 48 h;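 further: potency means the concentration at half of the fitted maximal effect; 100% = response of the positive control SU9516; nearly all actives have a fitted effect of over 60% in size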
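alpha7betagal+/- myoblasts (passage 13, 250/well) treated 48 h at 37C with compounds at 1:260 dilution of DMSO stock. Lysed, then beta-galactosidase activity read as FDG fluorescence (ex 480/em 540) after 30 min, with pre-read for autofluorescence.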
PTAP TSG101 blk = blocks PTAP/TSG101 interaction to inhibit HIV-1 budding | 340,000 tested, under 10 active | Potency, µM (top dose mostly 115 µM), inactives show at the top dose activity change, negative = inhibition, usual class: inhibitors | Q99816 | Fluorescence polarization, FITC-PTAP peptide / Tsg101 binding; active means well fitted inhibition curve with a large enough effect in the main read-out, with a control signal flat, not every such curve was filed as active; inconclusive means small, poorly fitted or top-dose-only effect, or effect the other way, or a change in a side signal; inactive means no such curve, though single readings can be large or run the other way; further: potency means the concentration at half of the fitted maximal effect; % of control where 0% means no effect
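Tsg101 binding domain (10 uM final) was mixed with compound and a FITC-labeled PTAP peptide (50 nM final) in HEPES pH 7.5 buffer with NaCl, Tween 20, EDTA and TCEP; fluorescence polarization was read after 20 min at r.t.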
p53 reactivation = mutant p53 re-activation in reporter cells | AID 504706 | Potency, µM (titrated, usually from 92.2 µM), inactives show at the highest dose activity change, positive = activation, actives largely listed as activators | H1299 p53-A138V BP100-luciferase reporter, luminescence, 24 h | hit rate 0.063% among 320,000; further: potency means the concentration at half of the fitted maximal effect; % of control where 0% means no effect; nearly all actives have a fitted effect of over 45% in size
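H1299 (p53-null), stable ts p53-A138V + BP100-Luc; 1000 cells/well, Opti-MEM/10% FBS; cpd 4 pt, 1:5; 24 h, 37 deg C, 5% CO2; detection reagent 10 min RT; luminescence.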
ELG1 genotox = induces genotoxicity in HEK293T cells with luciferase-tagged ELG1. hit rate 1.3% among 330,000. HEK293T ELG1-luciferase reporter, luminescence, 16 h. AID 504466. Potency, µM (titrated, usually from 46 µM), inactives show at the highest dose activity change, positive = activation, hits mostly activators; further: potency means the concentration at half of the fitted maximal effect; % of control where 0% means no effect; nearly all actives have a fitted effect of over 60% in size
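Luminescence read-out: rising ELG1-luciferase signal, reflecting elevated ELG1 protein under genetic stress, flags genotoxic compounds. Cells were treated for 16 hr at 37 °C before ONE-Glo detection.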
USP2a block = inhibitors of human ubiquitin-specific protease USP2a. O75604. USP2 core, Ub-CHOP2 coupled fluorogenic reporter, 485/531. Potency, µM (top dose mostly 38.3 µM), inactives show top-dose activity change, negative = inhibition, usual class: inhibitors. hit rate 0.01% among 330,000. AID 463254;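 further: potency means the concentration at half of the fitted maximal effect; plate controls were DMSO wells for no effect and full inhibition by NEM control for full effect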
Target sequence (O75604 whole entry, looked up): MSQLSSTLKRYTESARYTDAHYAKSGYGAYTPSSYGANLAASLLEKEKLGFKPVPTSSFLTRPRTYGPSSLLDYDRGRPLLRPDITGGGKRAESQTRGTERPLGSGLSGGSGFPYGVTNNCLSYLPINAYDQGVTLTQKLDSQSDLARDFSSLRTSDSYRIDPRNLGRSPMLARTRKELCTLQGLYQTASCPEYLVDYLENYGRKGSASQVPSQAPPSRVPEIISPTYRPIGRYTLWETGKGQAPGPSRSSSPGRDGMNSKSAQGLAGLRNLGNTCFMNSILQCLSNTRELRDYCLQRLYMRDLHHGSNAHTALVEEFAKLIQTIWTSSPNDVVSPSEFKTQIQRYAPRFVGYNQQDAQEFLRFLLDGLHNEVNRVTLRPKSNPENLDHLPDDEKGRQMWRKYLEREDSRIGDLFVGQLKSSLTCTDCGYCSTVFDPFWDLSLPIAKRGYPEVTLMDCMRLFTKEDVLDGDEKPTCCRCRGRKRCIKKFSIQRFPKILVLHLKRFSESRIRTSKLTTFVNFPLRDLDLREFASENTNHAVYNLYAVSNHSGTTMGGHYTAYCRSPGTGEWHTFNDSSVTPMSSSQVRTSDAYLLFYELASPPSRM
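Cell-free coupled assay: 10nM USP2 core preincubated 30min RT with compound in Tris-HCl pH 8.0/CaCl2/CHAPS buffer, then 25nM Ub-CHOP2 and 25nM reporter substrate; fluorescence (Ex 485/Em 531) read after 60min RT, normalized to NEM inhibition, concentration-response curves fitted.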
Eya2 phos inh = inhibitors of human Eya2 phosphatase activity; O00167; recombinant Eya2, OMFP fluorescence dephosphorylation (OMFP is methylfluorescein phosphate); Potency, µM (highest dose often 76.9 µM), for inactives: at the top dose activity, negative = inhibition, actives largely listed as inhibitors; hit rate 0.006% among 330,000; further: potency means the concentration at half of the fitted maximal effect; on the % scale 0 is the no-effect control and ±100 the full control effect
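Eya2 protein (added as 0.2 uM solution) was preincubated with compound for 10 min at ambient temperature in 50 mM HEPES pH 7.5, 50 mM NaCl, 5 uM MgCl2, 0.05% BSA, 1 mM DTT. OMFP (added at 50 uM) then reacted 10 min; fluorescence read at 485/525 nm.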
Active calls of the source: *; u = inconclusive; x = no result given; [ ] = another dose, or the depositor's remark. Unless noted, the call rests on the fitted dose curve; in most records, active means well fitted curve in the direction sought with a large enough effect; inconclusive means small, poorly fitted or top-dose-only effect, or another doubt; inactive means no such curve, though single readings can be large; an effect the other way counts as inactive or inconclusive.

compound	TRPV1 ag	B2AR arrestin	S-ASM inh	BRCA1 expr act	uPA surface inh	Integrin act MD	PTAP TSG101 blk	p53 reactivation	ELG1 genotox	USP2a block	Eya2 phos inh
C=CCN(C(=O)CCC(=O)Nc1cc(C)on1)C(C(=O)NC1CCCC1)c1ccc(OC)cc1OC (configuration not stated)	-2	0.1%	2%	-8%	-1%	3%	-3%	-1%	1%	-4%	13%
S=C(Nc1ccccc1)Nc1ccccc1-n1cccc1	-2	0.6%	8%	-20%	6%	u	-3%	-3%	-3%	2%	6%
CCc1cc2c(=O)c(-c3cscn3)coc2cc1OC	-2	-0.4%	x	x	x	x	x	15%	u	3%	13%
C=CCn1c(CNC(=O)c2ccco2)nnc1SCC(=O)Nc1cccc(Br)c1	-1	-0.2%	1%	-21%	x	6%	-6%	13%	0%	0%	1%
O=C(CCNC(=O)c1ccc([N+](=O)[O-])cc1)NCc1ccccc1	0	0.0%	-2%	3%	2%	-3%	-3%	6%	1%	1%	21%
CC(=O)Nc1ccc(S(=O)(=O)Nc2cccc(-c3csc(C)n3)c2)cc1	0	0.5%	0%	-38%	-7%	-30%	-4%	-5%	-5%	3%	1%
CC(NC(=O)c1cc(Br)ccc1Cl)c1ccccc1 (configuration not stated)	1	4.9%	0%	-13%	0%	-23%	-6%	-4%	0%	-1%	6%
C=CCn1c(SCC(=O)Nc2ccc(Cl)cn2)nnc1C1CC1	5	0.3%	4%	0%	8%	-5%	-7%	10%	0%	1%	6%
CN(CCc1nc2ccc(Cl)cc2[nH]1)Cc1nc(CC2CC2)no1	4	0.4%	2%	-24%	-4%	-1%	-4%	-5%	-1%	5%	-12%
O=C(COc1ccccc1/C=C1/NC(=O)NC1=O)Nc1ccccc1	0	-0.1%	10%	-19%	-3%	u	-8%	-2%	-2%	4%	-2%
CCC(C)N(CCNC(=O)c1ccc2c(c1)NC(=O)c1ccccc1S2)C1CCCCC1 (configuration not stated)	3	-0.3%	-1%	-80%	37%[activator]	-57%[inhibitor]	-6%	9%	-1%[9.26 µM]	1%	-4%
Cc1cccc(NC(=O)C2CCCN2C(=O)Oc2ccccc2)c1C (configuration not stated)	3	0.4%	2%	-11%	2%	-5%	-1%	-7%	1%	0%	2%
N#C/C(=N\Nc1ccc(Cl)cc1)C(=O)c1ccsc1	x	0.0%	-14%	-19%	-5%	-70%[inhibitor]	-2%	25%	-5%	4%	9%
CCCn1nnnc1SCC(=O)NCc1cccs1	0	0.0%	3%	-20%	1%	-2%	-8%	-1%	3%	2%	1%
COc1ccc(N2C(=S)N=C(Nc3ccccc3)C23CCCCC3)cc1	1	0.2%	-2%	-15%	-4%	5%	-1%	-2%	-11%	-2%	14%
CC(=O)Nc1ccc(S(=O)(=O)NCCN2CCNC2=O)cc1Cl	-13	-0.1%	0%	5%	-5%	29%	-3%	5%	1%	0%	1%
CCOC(=O)c1oc2ccccc2c1NC(=O)c1ccc2c(c1)OCO2	5	1.1%	2%	6%	x	20%	2%	-2%	0%	4%	-3%
COc1cc2c(cc1Cl)C(=O)C(F)(c1ccccc1)C(=O)N2 (configuration not stated)	17	-0.3%	-12%	-37%	-3%	0%	-1%	-2%	-1%	2%	-23%
COc1ccc(S(=O)(=O)N2CCCCC2)cc1NC(=O)CN(Cc1ccco1)Cc1ccco1	19	0.1%	7%	-31%	u	-33%	1%	-3%	-7%	3%	-9%
CC(C)N(C(=O)CSc1nnnn1-c1ccc2c(c1)OCO2)C(C)C	3	0.2%	2%	0%	1%	11%	-2%	-2%	-1%	1%	6%
Cc1ccc(C(=O)NNC(=O)CCCCC(=O)NNC(=O)c2ccc(C)cc2)cc1	-6	0.1%	5%	-3%	4%	24%	-1%	-1%	0%	1%	-5%
COc1cccc(CNC(=O)C2CCN(S(=O)(=O)c3ccc4c(c3)NC(=O)CO4)CC2)c1	-1	-0.2%	0%	8%	1%	-2%	-1%	-2%	0%	2%	-6%
CSc1ccc(CCNC(=O)c2ccc(CS(=O)Cc3ccc(Cl)cc3)o2)cc1 (configuration not stated)	u	0.3%	-7%	4%	0%	-1%	-6%	-6%	-9%	4%	-3%
Cc1nc(C(F)(F)F)c(C(=O)NC(=O)Nc2ccccc2)s1	-2	-1.8%	5%	-15%	2%	37%	-2%	8%	1%	-3%	-18%
COc1ccc(S(=O)(=O)N(CC(=O)NC2CCCCC2)c2ccc(F)cc2)cc1	13	4.0%	x	-9%	-1%	1%	-9%	13%	13%	-1%	0%
Cc1ccsc1C(=O)OCC(=O)Nc1cccc(S(=O)(=O)NC2=NCCCCC2)c1	-2	0.0%	0%	-12%	-16%	u	-5%	-4%	-1%	-2%	-2%
CCOc1ccc(OC(=O)C(CCS(C)(=O)=O)N2C(=O)c3ccccc3C2=O)cc1 (configuration not stated)	3	-0.3%	-1%	12%[1.84 µM]	-10%	14%	-3%	1%	8%	2%	15%
O=C1c2ccccc2NC(c2ccc(Cl)cc2Cl)N1O (configuration not stated)	1	-1.0%	-4%	-64%	-14%	-37%[inhibitor]	-4%	0%	-11%	-2%	-3%
CC(C)(C)NC(=O)C(c1ccccn1)N(C(=O)c1csnn1)C1CCCCC1 (configuration not stated)	4	-0.1%	8%	-7%	0%	13%	-2%	2%	0%	6%	17%
O=C(CN1CCN(Cc2ccccc2)CC1)NCC1COc2ccccc2O1 (configuration not stated)	5	-0.4%	3%	1%	4%	-8%	-13%	-5%	-3%	-1%	5%
O=C(NCCC1CCCCN1S(=O)(=O)c1ccc(F)cc1)C(=O)Nc1ccccc1 (configuration not stated)	2	0.3%	-4%	-6%	1%	-4%	-8%	-1%	-3%	0%	-26%
CCS(=O)(=O)Nc1ccc(C(=O)c2ccccc2)cc1	0	0.5%	1%	15%	-3%	16%	-2%	1%	-3%	-7%	2%
CCCNc1c(NS(=O)(=O)c2cccc(C#N)c2)c(=O)oc2ccccc12	-3	0.2%	2%	-1%	3%	26%	-1%	4%	-1%	1%	10%
O=C(NC(Cc1ccccc1)C(=O)O)/C(=C/c1ccco1)NC(=O)c1cccc([N+](=O)[O-])c1 (configuration not stated)	0	-0.2%	0%	9%	13%	17%	-12%	1%	3%	-1%	0%
C[N+](C)(C)CC(=O)N1CCN(c2ccc3ccccc3n2)CC1	1	-0.5%	51%[activator]	5%	6%	u	-2%	-4%	0%	2%	-6%
FC(F)(F)c1cccc(-c2ccn3ncnc3n2)c1	1	-0.2%	0%	-2%	-15%	-14%	-2%	3%	10%	-1%	3%
O=c1[nH]c(/C=C/c2ccccc2)c([N+](=O)[O-])c(=O)[nH]1	-1	0.8%	-3%	-19%	-6%	-17%	-10%	2%	-5%	0%	-5%
Cc1nnc(NC(=O)c2c(-c3ccccc3Cl)noc2C)s1	0	-0.1%	0%	-1%	3%	-7%	-2%	-1%	0%	0%	-3%
Cc1occc1C(=O)NNC(=S)NCc1ccc(Cl)cc1	2	-0.1%	6%	0%	-12%	2%	-1%	4%	-4%	1%	-6%
CCOC(Cn1c(SCc2cc(C(C)=O)ccc2OC)nc2ccccc2c1=O)OCC	-1	-0.1%	4%	11%	-7%	18%	0%	3%	1%	-1%	0%
O=C(O)CSc1nnc(Cc2ccccc2)n1Cc1ccccc1	-4	-0.4%	4%	5%	x	-32%[7.66 µM]	-8%	1%	4%	-1%	4%
COc1ccc(CC(=O)N/N=C\c2cc(Br)c(O)c(Br)c2)cc1	-2	0.2%	1%	-13%	1%	17%	-6%	-15%	-3%	-1%	6%

Assay outcomes from PubChem.
